RGS4 inh: inhibitors of human RGS4; P49798; HEK293 M3R/RGS4 inducible, Fluo-4 calcium flux; active compounds read high; triggered by carbachol at its EC20; B-score at 10 µM; 0.45% of 310,000 active; AID 463165;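 active = B-score, a plate-corrected calcium signal, over three deviations above library mean, with baseline fluorescence within five deviations of library mean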;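 note: RGS4 expression induced by doxycycline in cells with stable M3 receptor; B-score is computed from the integrated fluorescence ratio over baseline after carbachol; higher B-score means a larger calcium signal and so more RGS4 inhibition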
MrgX1 PAM: human MrgX1 positive allosteric modulation, primary screen; B-score at 10 µM; AID 588675; 0.63% of 310,000 active; Q96LB2; MrgX1-HEK293, Fluo-4 calcium flux, FDSS; active compounds read high;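 active = plate-corrected calcium response at least 3 library SD above typical, normal starting fluorescence, not activating the receptor alone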;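 note: compound read alongside a low EC10 to EC30 dose of BAM8-22 agonist; peak minus trough fluorescence over baseline measured at the second addition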
TRPC6 act: activators of mouse TRPC6 channel; HEK293-TRPC6 membrane potential dye fluorescence; active compounds read high; B-score at 10 µM; 0.13% of 310,000 active;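 active = B-score of the integrated fluorescence ratio above library mean plus 3 SD, and starting fluorescence ratio within library mean plus 5 SD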;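 note: higher score means more depolarization so channel activation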
ANO1 activ: activates or potentiates the mouse TMEM16A chloride channel. HEK293 TMEM16A/YFP-H148Q/I152L, iodide quench fluorescence; active compounds read low. B-score at 10 µM. 0.3% of 340,000 active;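 active = fluorescence-ratio B-score plate-corrected deviation score at least 3 library SD below zero, with starting fluorescence score within 5 deviations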;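 note: channel opened by trigger with iodide after compound preincubation; score built on the fluorescence ratio of max minus min over baseline; more negative score means more quench and so TMEM16A activation or potentiation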
Target sequence (Q8BHY3 whole entry, looked up): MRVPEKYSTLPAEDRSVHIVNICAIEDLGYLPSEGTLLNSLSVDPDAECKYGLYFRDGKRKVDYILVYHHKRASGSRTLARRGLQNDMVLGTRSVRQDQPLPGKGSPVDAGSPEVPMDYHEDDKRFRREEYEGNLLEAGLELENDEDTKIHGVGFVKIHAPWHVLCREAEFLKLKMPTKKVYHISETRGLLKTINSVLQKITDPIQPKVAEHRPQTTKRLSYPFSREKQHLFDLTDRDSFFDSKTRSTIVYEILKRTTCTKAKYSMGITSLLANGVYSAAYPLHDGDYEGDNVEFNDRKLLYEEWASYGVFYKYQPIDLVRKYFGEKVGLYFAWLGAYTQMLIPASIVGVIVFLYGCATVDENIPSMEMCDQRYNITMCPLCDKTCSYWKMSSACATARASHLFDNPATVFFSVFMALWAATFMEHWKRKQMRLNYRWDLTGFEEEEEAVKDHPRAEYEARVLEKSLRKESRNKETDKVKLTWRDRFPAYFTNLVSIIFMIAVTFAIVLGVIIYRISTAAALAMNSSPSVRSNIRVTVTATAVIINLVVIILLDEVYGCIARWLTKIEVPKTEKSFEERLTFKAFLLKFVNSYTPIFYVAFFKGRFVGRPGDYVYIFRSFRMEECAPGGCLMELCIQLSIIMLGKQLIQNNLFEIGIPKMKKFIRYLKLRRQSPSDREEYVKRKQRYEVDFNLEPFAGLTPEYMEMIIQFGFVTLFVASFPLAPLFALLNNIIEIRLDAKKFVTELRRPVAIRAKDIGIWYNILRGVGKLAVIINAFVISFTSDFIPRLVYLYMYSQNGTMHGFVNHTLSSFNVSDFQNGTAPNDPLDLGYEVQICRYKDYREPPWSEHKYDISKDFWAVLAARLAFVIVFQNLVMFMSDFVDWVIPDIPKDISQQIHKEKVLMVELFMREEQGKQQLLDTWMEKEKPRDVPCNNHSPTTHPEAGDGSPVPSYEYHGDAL
MrgX1 ag: agonists of human MrgX1 receptor. B-score at 10 µM. 0.44% of 310,000 active. MrgX1-HEK293 cells, Fluo-4 calcium fluorescence, agonist mode; active compounds read high;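 active = calcium response B-score plate-corrected fluorescence ratio at least 3 library SD, with starting fluorescence B-score inside 5 SD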
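Material – MrgX1-expressing HEK293 cells · Input – 15,000 cells seeded per well · Dosing – compound as first of three additions · Times – overnight seeding, then 1 h dark dye loading · Measured by – kinetic Fluo-4 NW fluorescence of intracellular calcium · Read-out – B-scored fluorescence response ratio · Benchmarks – positive and negative control wells on each plate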
TMEM16A inh: mouse TMEM16A channel inhibition, primary screen; Q8BHY3; HEK293 TMEM16A/YFP iodide influx fluorescence, ionomycin; normalized B-score (activity score, 25-100; higher = stronger inhibition) at 10 µM; 1.2% of 310,000 active;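 active = ratio plate-corrected score three or more library SD toward inhibition, starting fluorescence score within five deviations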;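 note: score derived from kinetic fluorescence span divided by baseline fluorescence per well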
MrgX1 antag: blocks BAM8-22 activation of human MrgX1 receptor; B-score at 10 µM; 1.3% of 310,000 active; Q96LB2; MRGX1-HEK293 calcium flux, Fluo-4, BAM8-22 antagonism; active compounds read low;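 active = calcium-response B-score plate-corrected more than 3 library SD below zero, starting fluorescence within 5 deviations, no agonist response on first addition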;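 note: peak minus trough fluorescence over baseline after final BAM8-22 challenge near maximal dose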
SKKanGAS inh: blocks kanamycin growth of S. pyogenes SKKanGAS strain; 1.3% of 300,000 active; BacTiter-Glo, 6 h; inhibition, % at 7.5 µM; AID 1662;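 active = mean replicate score, as percent of positive control median, at least 50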;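 note: strain carries kanamycin resistance gene driven by streptokinase promoter and grows in 40 µg/ml kanamycin; loss of luminescence reflects streptokinase promoter inhibition or plain growth inhibition; 0% = median of DMSO wells and 100% = positive control at its reference dose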
HDAC3 inhib: blocks human histone deacetylase 3 | recombinant HDAC3, fluorogenic peptide/trypsin coupled, fluorescence | inhibition, % at 8.3 µM | 0.15% of 320,000 active | AID 2718; in the data active = inhibition above about 26%, passing the limit was not always enough
RGS4 act: potentiators or activators of RGS4; B-score at 10 µM; 0.92% of 310,000 active; HEK293 M3R/inducible RGS4, carbachol calcium flux Fluo4; active compounds read low;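 active = B-score of the integrated calcium signal more than 4 SD below the library mean, with starting fluorescence not abnormally high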;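 note: negative B-score means reduced calcium response which marks RGS4 activation or potentiation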
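Detection: kinetic calcium fluorescence imaging with Fluo4-AM dye, 2 µM / Material: HEK293 cells with stable M3R and inducible RGS4 / Schedule: recording 10 s baseline at 1 Hz, 100 s post-agonist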
TRPC6 inh: blocks the mouse TRPC6 cation channel; Q61143; HEK293-TRPC6, membrane potential dye, ACh-evoked depolarization; active compounds read low; B-score at 10 µM; 1.1% of 310,000 active; AID 2553;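 active = B-score under library mean minus 3 SD, initial fluorescence not abnormally high, positive integrated signal ratio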;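 note: B-score derived from integrated fluorescence ratio over the kinetic read; more negative B-score means stronger inhibition of depolarization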
Numbers without * were called inactive; i = inactive; . = no result given.

SMILES	RGS4 inh	MrgX1 PAM	TRPC6 act	ANO1 activ	MrgX1 ag	TMEM16A inh	MrgX1 antag	SKKanGAS inh	HDAC3 inhib	RGS4 act	TRPC6 inh
CCC(=O)OCC(=O)Nc1cc([N+](=O)[O-])ccc1OC	i	i	i	i	i	i	i	-1.9	9.4	i	i
O=c1[nH]c2cc3c(cc2cc1CN(Cc1cccnc1)C(=S)NCc1ccco1)OCO3	i	i	i	i	i	i	i	0.0	11.7	i	i
COCCCNC(=O)C1CCN(c2ncccn2)CC1	i	i	i	i	i	i	i	.	-6.4	i	i
C/C(=N\Nc1nc(C)cc(-c2ccccc2)n1)c1ccc(O)cc1	i	i	i	i	i	i	i	-0.2	19.7	i	i
O=C(CSc1ccccc1Cl)N1CCOCC1	i	i	i	i	i	i	i	-1.2	10.3	i	i
Cc1cccc(/C=N/n2c(C)cc(C)c(C#N)c2=O)c1	i	i	i	i	i	i	i	-1.2	2.0	i	i
CC(=O)NC(CC(=O)N1CCCC1)c1ccccc1 (centres undefined)	i	i	i	i	i	i	-5.26*	-0.8	-0.7	i	i
COc1ccc(CC(=O)NC(C)CCc2ccccc2)cc1OC (centres undefined)	i	i	i	i	i	i	i	-4.5	-1.0	i	i
COc1cccc(C(=O)NC2CCN(CC(=O)Nc3ccccc3Cl)CC2)c1	i	i	i	i	i	i	i	4.0	6.1	i	i
N#CC1=C(N)Oc2n[nH]c(-c3cccs3)c2C1C1CCCCC1 (centres undefined)	i	i	i	i	i	i	i	26.6	8.8	i	i
Cc1cc(C(=O)NC2CCCc3c2cnn3-c2ccc(C(C)(C)C)cc2)nn1C (centres undefined)	i	i	i	i	i	25*	i	2.0	-0.8	i	i
CC(=O)CSc1nnc(-c2ccc(S(=O)(=O)N3CCCC3)cc2)n1C	i	i	i	i	i	i	i	0.9	1.5	i	i
COc1ccc(Cn2c(C)ccc2C)cc1	i	i	i	i	i	i	-6.34*	5.3	1.3	i	i
NC(=O)N/N=C/c1cn(-c2ccccc2)nc1-c1cccnc1	i	i	i	.	i	i	i	2.8	1.9	i	i
COc1ccc(CCNC(=O)CSC2=NS(=O)(=O)c3ccccc3N2)cc1OC	i	i	i	i	i	i	i	-7.7	-2.0	i	i
Cn1c(N=Nc2ccc(N3CCOCC3)cc2)[n+](C)c2ccccc21	i	.	i	i	.	.	.	4.7	.	i	i
O=C1Cc2ccccc2C(=O)N1OCc1ccc(Cl)cc1	i	i	i	i	i	i	i	-1.9	4.2	i	i
COc1ccc(S(=O)(=O)NC2CC3CCC2C3)cc1 (centres undefined)	i	i	i	i	i	i	i	-0.1	1.7	i	i
CCN(C=NC1=NN(c2cccc(C(F)(F)F)c2)CC1)CC	i	i	i	i	i	i	i	-1.4	3.7	i	i
CCCNc1cc(C)c(C#N)c2nc3ccccc3n12	.	i	.	i	i	i	i	.	-8.7	.	.
COc1ccccc1C(=O)COC(=O)Cc1n[nH]c(=O)c2ccccc12	i	i	i	i	i	i	i	-5.3	-0.4	i	i
Cc1ccc2nc(SCC(=O)N(CC(C)C)c3c(N)n(CC(C)C)c(=O)[nH]c3=O)[nH]c2c1	i	i	i	i	i	i	i	0.7	-5.8	i	i
Cn1c2c(c(=O)n(C)c1=O)C(c1cc3c(cc1Br)OCO3)CC(=O)N2 (centres undefined)	i	i	i	i	i	i	i	3.4	8.2	i	i
CCn1c(CCC(=O)N(C)CC(=O)Nc2cccc(F)c2)nc2cc(S(=O)(=O)N(C)C)ccc21	i	i	i	i	i	i	i	-4.5	-3.0	i	i
Cc1cccc(C2N(c3ccc(F)cc3)C(=O)C3CCCN32)c1 (centres undefined)	i	i	i	i	i	i	i	-5.3	-2.3	i	i
CCOC(=O)C1C(=O)Nc2nc(C)nn2C1c1ccccc1 (centres undefined)	i	i	i	i	i	i	i	-0.3	7.9	i	i
CCc1cccc2sc(NC(=O)C3CC3)nc12	i	i	i	i	i	i	i	6.6	2.1	i	i
COc1ccc(C(=O)C2CCN(C(=O)Nc3ccc(C)cc3)CC2)cc1	i	i	i	i	i	i	i	3.1	6.7	i	i
CCCC(=O)NC(c1ccc(N(C)C)cc1)c1c(O)ccc2ccccc12 (centres undefined)	i	i	i	i	i	i	i	3.9	.	i	i
Cc1ccc(NC(=O)CSc2nc(N)cc(N)n2)cc1S(=O)(=O)N1CCOCC1	i	i	i	i	i	i	i	-8.9	-0.6	i	i
O=c1cc(NC2CCCCC2)c2ccccc2o1	i	i	i	i	i	i	i	-2.0	3.3	i	i
COc1ccc(OC)c(-n2nnnc2SCC(=O)Nc2ccc(C(=O)N3CCCCC3)cc2)c1	i	i	i	i	i	i	i	-2.3	1.8	i	i
CCCCCC(=O)NC(=S)NNC(=O)CC	i	i	i	i	i	i	i	-9.0	-4.3	i	i
CCOC(=O)C1CCN(S(=O)(=O)c2ccc(NC(=O)OC)cc2)CC1	i	i	i	i	i	i	i	3.7	1.5	i	i
Cc1ccc2c(c1)NC(=O)c1cccc([N+](=O)[O-])c1CO2	i	i	i	.	i	i	i	-4.0	1.1	i	i
CCOC(=O)CC1C(=O)NCCN1S(=O)(=O)c1ccc(Br)cc1 (centres undefined)	i	i	i	i	i	i	i	-18.0	-2.0	i	i
COc1cc(NC(=O)c2ccccc2Cl)c(OC)cc1NC(=O)CN1CCOCC1	i	i	i	i	i	i	i	10.8	2.0	i	i
CCCCn1c(C(C)O)nc2ccccc21 (centres undefined)	i	i	i	i	i	i	i	-2.6	-0.2	i	i
O=C(Nc1ccc(NC(=O)c2cccs2)cc1Cl)c1ccco1	i	i	i	i	i	i	i	-0.6	-3.9	i	i
Cc1ncn(C23CC4CC(CC(C4)C2)C3)n1	i	i	i	i	i	i	i	-7.0	2.8	i	i
O=C(NCCO)c1ccc2nc(Cc3cccc(Cl)c3)oc2c1	i	i	i	i	i	i	i	-0.3	-1.0	i	i
Cc1ccc2[nH]c3c(c2c1)SC(C)(C)CC3=O	i	i	i	i	i	i	i	-4.3	1.4	i	i
Cc1csc(=Nc2ccccc2)n1CCCN1CCCC1=O	i	i	i	i	i	i	i	-2.3	-3.2	i	i
O=C(Cn1cnc2ccccc2c1=O)c1ccc(OC(F)F)cc1	i	i	i	i	i	i	i	-26.4	0.7	i	i
O=C(CCc1ccccn1)N1CCCC(N2CCN(c3cccc(C(F)(F)F)c3)CC2)C1 (centres undefined)	i	i	i	i	i	i	i	1.3	2.1	i	i
COc1ccc(CN2CCC(=O)NC2=O)cc1	i	i	i	i	i	i	i	-8.4	0.7	i	i
CCOC(=O)C1(C(F)(F)F)N=C(C(F)(F)F)Nc2cc(C)c(C)cc21 (centres undefined)	i	i	i	i	i	i	i	0.8	8.3	i	i
CCCn1nc(C(=O)Oc2ccc3c(C)cc(=O)oc3c2)c2ccccc2c1=O	i	i	i	i	i	i	i	3.3	-24.6	i	i
OC(CC1CC12c1ccccc1-c1ncccc12)(c1ccccc1)c1ccccc1 (centres undefined)	i	i	i	i	i	i	i	39.7	0.9	i	i
CCN1CCN(CCNC(=O)c2ccc(/C=C3/Sc4ccccc4N(Cc4cccc(C)c4)C3=O)cc2)CC1	i	i	i	i	i	i	-7.53*	17.3	-4.1	-9.47*	i
O=C(Nc1cccc(Br)c1)c1cc(=O)c2ccccc2o1	i	i	i	i	i	i	i	-0.7	-2.2	i	i
Cn1c(N)c(C(=O)CSc2nc3ccccc3[nH]2)c(=O)n(C)c1=O	i	i	i	i	i	i	i	-5.6	-5.3	i	i
Cc1c(NC(=O)Nc2ccc(Cl)cc2Cl)c(=O)n(-c2ccccc2)n1C	i	i	i	i	i	i	i	-4.4	2.6	i	i
COc1ccc(CNC(=O)CCCn2nc(C)n3c(cc4sccc43)c2=O)cc1	i	i	i	i	i	i	i	-0.4	1.5	i	i
CCOC(=O)C1CCCN(C(=S)NC2CCCC2)C1 (centres undefined)	i	i	i	i	i	i	i	3.8	5.4	i	i
CCc1cc2c(=O)n(Cc3ccco3)c(SCc3c(C)noc3C)nc2s1	i	i	i	i	i	i	i	99.5*	0.3	i	i
CN(Cc1ccon1)Cc1cn[nH]c1-c1ccc(-c2ccccc2)cc1	i	i	i	i	i	i	i	-6.4	-1.0	i	i
COc1ccc(N(CC(=O)NCCc2ccccc2)C(=O)CCC(=O)Nc2nccs2)cc1	i	i	i	i	i	i	i	-3.2	0.2	i	i
CCOc1ccc(CC(=O)N2CCN=C2SCc2ccc([N+](=O)[O-])cc2)cc1	i	i	i	i	i	i	i	-0.3	4.0	i	i
O=C(c1cccc([N+](=O)[O-])c1)N1CCN(C(=O)c2ccco2)CC1	i	i	i	i	i	i	i	-5.5	-1.4	i	i
Additional records follow.
SMILES	RGS4 inh	MrgX1 PAM	TRPC6 act	ANO1 activ	MrgX1 ag	TMEM16A inh	MrgX1 antag	SKKanGAS inh	HDAC3 inhib	RGS4 act	TRPC6 inh
Cc1nn(CC(=O)N(C)C)c(=O)c2ccccc12	i	i	i	.	i	i	i	0.8	1.3	i	i
C/C(=N\OCC(=O)OC(C)C(=O)Nc1ccc(C(N)=O)cc1)c1ccc2c(c1)OCO2 (centres undefined)	i	i	i	i	i	i	i	-3.4	7.3	i	i
C=CCn1c(C(C)NC(=O)c2ccccc2C)n[nH]c1=S (centres undefined)	i	i	i	i	i	i	i	-1.0	-0.5	i	i
CCn1cc(C(=O)NC(=S)Nc2sc3c(c2C(=O)OC)CCCCCC3)cn1	i	i	i	i	i	i	i	-3.4	.	i	i
CCOC(=O)c1c(C)[nH]c(C)c1S(=O)(=O)NC(C)Cc1ccco1 (centres undefined)	i	i	i	i	i	i	i	0.7	-6.2	i	i
CC(=O)c1cccc(Nc2nc3ccccc3n3cnnc23)c1	i	i	i	i	i	i	i	-5.7	3.0	i	i
CCc1nc(SCC(=O)Nc2ccccc2Cl)n[nH]1	i	i	i	i	i	i	i	5.9	3.1	i	i
CCCCC(c1nnnn1CC1CCCO1)N1CCN(c2cccc(C)c2C)CC1 (centres undefined)	i	i	i	i	i	i	i	-1.4	5.0	i	i
Cc1nc(SCC(=O)N2CCCCCC2)[nH]c(=O)c1C	i	i	i	i	i	i	i	42.2	-2.2	i	i
COc1cccc(C(=O)Nc2cc(C)nn2-c2ccccc2)c1OC	i	i	i	i	i	i	i	-4.7	1.3	i	i
CCCCCc1nnc(N)s1	i	i	i	i	i	i	i	2.9	11.5	i	i
CCOC(=O)C1=C(CNCCc2ccc(Cl)cc2)NC(=O)NC1c1cccc([N+](=O)[O-])c1 (centres undefined)	i	i	i	i	i	i	i	5.6	17.5	i	i

Compound activity deposited in PubChem by several laboratories.
